GalR3 antag = blocks the human galanin receptor 3. AID 651719. HEK293 GalR3-CNG cAMP membrane potential fluorescence; galR3 body fused to GalR1 C-terminus. 0.44% of 360,000 active. inhibition, % at 3 µM;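 active = inhibition above the screen-wide average plus 3 SD, cut at about 13% in these data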;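 also: forskolin and galanin both at EC90 stimulate the cells; cAMP rise reported by CNG channel membrane potential dye signal; 0% = forskolin plus galanin with DMSO and 100% = forskolin alone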
Target sequence (O60755 1-299 limits assumed): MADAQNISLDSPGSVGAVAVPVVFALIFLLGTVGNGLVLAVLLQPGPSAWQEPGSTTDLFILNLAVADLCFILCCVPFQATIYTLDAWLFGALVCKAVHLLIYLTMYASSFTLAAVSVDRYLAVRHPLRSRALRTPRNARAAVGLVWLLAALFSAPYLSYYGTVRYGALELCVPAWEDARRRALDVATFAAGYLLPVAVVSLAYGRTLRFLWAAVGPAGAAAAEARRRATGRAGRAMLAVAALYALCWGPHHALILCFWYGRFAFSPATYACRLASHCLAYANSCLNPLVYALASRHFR
MEKK2mut PB1 HTS = signal of MEK5 binding to mutant human MEKK2 PB1 domain; bead flow cytometry, Alexa488-MEK5 binding to MEKK2 mutant; percent response, % at 10 µM; 0.35% of 290,000 active; AID 1530; in the data active = percent response above about 24%, passing the limit was not always enough; also: inactives centre near 1; some results filed as inactive read as strong as hits; reference of the scale not given here
NALP1 yeast inh = inhibitors of NALP1 inflammasome in yeast | S. cerevisiae NALP1/ASC/caspase-1 growth, X-gal OD620, 72 h | inhibition, % at 10 µM | 0.61% of 280,000 active | AID 2071; in the data active = inhibition mostly above about 24%, no sharp cut-off; inactive = mostly below about 32%; also: some compounds called inactive have numbers as strong as hits
OXTR agonist = activates the human oxytocin receptor; 0.32% of 320,000 active; P30559; activation, % at 3 µM; CHO-OTR cells, Fluo-8 calcium fluorescence; normalized: DMSO 0%, oxytocin 100%;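 active = activation above the mean of all tested compounds plus 3 SD, cutoff set per screening run, cut at about 20% in these data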;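 also: peak over basal fluorescence ratio from a 100 s FLIPR kinetic read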
MEKK3 PB1 HTS = raises or lowers MEK5 binding to the human MEKK3 PB1 domain; Q99759; bead-based flow cytometry, Alexa488-MEK5 binding to MEKK3; actives lie on both sides; 0 = blocked by unlabeled MEK5, 100 = vehicle; binding response (% of control), % at 10 µM; 1.4% of 290,000 active; AID 1529;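 active = binding response more than 3 SD above or below the average of its plate-row segment, actives on both sides; inconclusive = wells at one plate position flagged as instrument error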;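 also: Alexa488 bead fluorescence after subtracting the streptavidin-only scavenger bead signal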
V1aR counter = counter-screen for oxytocin receptor agonists: human V1a receptor agonists | activation, % at 3 µM | 0.25% of 320,000 active | CHO-V1R cells, Fluo-8 calcium fluorescence, agonist mode; 0% DMSO, 100% 3 nM vasopressin | P37288;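 active = activation above the mean activation of all tested compounds plus 3 SD, per screening run, cut at about 20% in these data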;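 also: signal is peak over basal fluorescence ratio across a 100 second FLIPR read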
Target sequence (P37288 whole entry, looked up): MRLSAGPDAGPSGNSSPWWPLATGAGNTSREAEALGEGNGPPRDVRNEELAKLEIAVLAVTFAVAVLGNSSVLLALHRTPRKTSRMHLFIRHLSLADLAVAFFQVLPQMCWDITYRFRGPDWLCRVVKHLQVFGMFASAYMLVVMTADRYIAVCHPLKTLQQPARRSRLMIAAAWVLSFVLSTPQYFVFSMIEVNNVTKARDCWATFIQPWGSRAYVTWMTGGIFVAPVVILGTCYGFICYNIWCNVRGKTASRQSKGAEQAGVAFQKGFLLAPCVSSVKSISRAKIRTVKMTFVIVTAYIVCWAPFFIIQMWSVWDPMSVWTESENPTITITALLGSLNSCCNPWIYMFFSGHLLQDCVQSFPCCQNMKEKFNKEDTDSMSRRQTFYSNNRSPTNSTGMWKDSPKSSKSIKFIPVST
MEKK2 WT-MEK5 = raises or lowers MEK5 binding to wildtype human MEKK2 PB1 domain | 1.1% of 290,000 active | bead flow cytometry, Alexa488-MEK5 binding to MEKK2 WT; actives lie on both sides | binding response (% of control), % at 10 µM | AID 1531; in the data active = binding response below about 67% or above about 130%; inconclusive = no clear call, values can overlap the other calls; inactive = in between
GPR7 antag = human neuropeptides B/W receptor 1 antagonism. inhibition, % at 4.4 µM. 1.1% of 290,000 active. GPR7-expressing cells, fluorescence antagonist assay; in the data active = inhibition above about 16%, passing the limit was not always enough;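 also: cells stimulated with the agonist NPW; 0% = agonist with vehicle and 100% = vehicle without agonist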
PHOSPHO1 inh = inhibitors of human PHOSPHO1 phosphatase | recombinant PHOSPHO1, absorbance phosphatase assay | inhibition, % at 13.3 µM | 1.1% of 290,000 active | AID 1565; in the data active = inhibition above about 60%
Target sequence (Q8TCT1 whole entry, looked up): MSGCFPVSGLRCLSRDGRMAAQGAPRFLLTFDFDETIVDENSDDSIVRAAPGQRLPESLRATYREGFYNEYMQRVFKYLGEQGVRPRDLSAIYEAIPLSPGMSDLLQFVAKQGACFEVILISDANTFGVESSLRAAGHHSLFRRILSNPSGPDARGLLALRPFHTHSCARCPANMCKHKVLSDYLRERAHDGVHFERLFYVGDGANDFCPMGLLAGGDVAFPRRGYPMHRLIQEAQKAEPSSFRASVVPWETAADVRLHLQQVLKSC
* hit, by the source's call; ? = inconclusive; . = no result given; [ ] = another dose, or the depositor's remark.

SMILES	GalR3 antag	MEKK2mut PB1 HTS	NALP1 yeast inh	OXTR agonist	MEKK3 PB1 HTS	V1aR counter	MEKK2 WT-MEK5	GPR7 antag	PHOSPHO1 inh
CC(C)COP(=O)(OCC(C)C)C(Nc1ccccc1)c1ccccc1 (configuration not stated)	-5	-1	7	-2.7	96	0.5	101	7	20
CN(C)CCN=c1cc(-c2ccccc2)oc2ccc(Cl)cc12	-8	-11	7	.	102	.	109	-9	-8
O=C(Cc1ccccc1)c1c[nH]c(C(=O)NCCCn2ccnc2)c1	-3	-1	1	0.6	117	-0.9	110	-9	40
O=C(Cc1c(F)cccc1Cl)Nc1nccs1	-10	4	4	-0.9	106	0.6	110	1	9
CCn1cnc2cc(NC(=O)c3cccs3)ccc21	6	-8	-20	1.3	98	0.7	93	-8	59
Cc1ccccc1NC(C)C(=O)N/N=C/c1ccccc1OCc1cccc(Br)c1 (configuration not stated)	-3	-5	24	0.8	90	-0.4	93	-8	43
COCc1ccc(C(=O)Nc2ccccc2C(=O)NCc2cccnc2)cc1	-7	2	-18	0.4	102	0.3	101	0	27
Cc1ccc(NC(=S)NCc2ccccc2)cc1S(=O)(=O)N1CCCCC1	-10	-9	26	5.9	111	11	105	-7	48
CCN(CC)C(=O)CSc1nc(COc2ccccc2)nc2ccccc12	0	3	-3	-1.4	100	-1.6	101	-2	.
COc1cccc(CN2CCC(C(=O)N3CCN(Cc4ccc5c(c4)OCO5)CC3)CC2)c1OC	-5	3	9	1.1	101	1.3	103	-19	20
CC(C)CCn1nnnc1CN1CCN(C(c2ccccc2)c2ccccc2)CC1	-7	1	8	-1.9	112	-1.8	104	-10	-4
OCCCC1CCCCN1Cc1nc(Cc2ccccc2Cl)no1 (configuration not stated)	-2	-6	-1	1.0	88	1.5	89	-5	-7
CC(C)n1c(O)c(N=NC(=O)CNC(=O)Cc2ccc(Cl)cc2)c2ccccc21	-8	1	11	-0.7	101	3.2	103	-19	22
Cc1csc(NC(=O)c2cccc(C)c2C)n1	-3	1	10	-1.6	89	-0.2	102	-7	18
Cc1cccc2[nH]c3c(N4CCN(C(=O)c5ccco5)CC4)ncnc3c12	.	-11	4	1.0	80	4.0	85	2	30
COCCCNC(=O)c1ccc2c3c(onc13)-c1ccccc1C2=O	.	-8	6	0.6	96	0.7	92	-1	29
Cc1ccc(SCC(=O)N2CCN(c3ccccn3)CC2)cc1	-7	10	-8	-0.9	101	-1.3	103	-6	12
Cc1cccc(C(=O)N(Cc2cccs2)C2CCS(=O)(=O)C2)c1 (configuration not stated)	0	3	0	-0.5	102	-0.8	100	-19	20
Cc1ccccc1S(=O)(=O)NC1OC(=O)C(Oc2ccccc2)=C1Br (configuration not stated)	-4	-8	6	0.8	94	0.7	80	-14	26
O=C(Nc1cccc(NC(=O)c2ccco2)c1)c1cnccn1	7	1	14	0.1	110	0.2	96	-15	-1
CCCCC(OC(=O)CN1C(=O)COc2ccccc21)C(=O)NC1CCCCC1 (configuration not stated)	-7	0	-5	-1.4	101	1.8	96	31*	32
Clc1ccc2c(NCc3ccccn3)ncnc2c1	2	2	41	2.3	102	1.8	104	-2	6
CC(=O)C1C(c2ccc(F)cc2)NC(=O)NC1(O)C(F)(F)F (configuration not stated)	.	.	12	-0.7	.	-0.2	.	-8	39
Cc1nc2cc(N)ccc2n1C1CCCCC1	-4	-3	3	1.1	95	2.1	97	-7	14
O=c1[nH]c(SCc2c(Cl)cccc2Cl)nc2ccccc12	-6	0	9	-0.2	101	0.2	103	0	42
COc1ccc(Cn2nnnc2CN(Cc2cc3cccc(C)c3[nH]c2=O)C2CCCC2)cc1	2	.	22	6.3	.	0.9	.	-11	39
O=C(Cn1nc(-c2cccc([N+](=O)[O-])c2)c2ccccc2c1=O)NCC1CCCO1 (configuration not stated)	3	-4	9	-1.2	95	0.0	88	-15	32
CC1CN(C(=O)c2ccn(C)n2)CC(C)O1 (configuration not stated)	1	-5	21	-1.0	87	-0.1	89	-8	-19
O=C(NCCCN1CCCCC1)c1ccc2c(=O)n(CCc3ccccc3)c(=O)[nH]c2c1	-10	.	-14	0.1	.	2.0	.	-4	7
CC(OC(=O)Cc1c[nH]c2ccccc12)C(=O)NC1(C#N)CCCCC1 (configuration not stated)	-2	7	-1	1.5	104	1.4	110	-19	56
CC(=O)c1cccc(NC(=O)COc2ccc3oc(=O)cc(C)c3c2)c1	-4	4	13	5.4	101	4.0	104	-3	13
Cn1nccc1-c1cc(Cl)cc(Cl)c1O	-6	4	9	0.1	107	-1.0	98	-2	38
CC(C)CC(=O)NNC(=S)Nc1ccc(S(N)(=O)=O)cc1	10	-8	32	2.8	97	1.2	92	-18	-95
Cc1nc2cc(S(=O)(=O)N(C)C)ccc2n1-c1ccccc1	-4	4	9	0.5	101	0.7	106	-9	-11
O=C(Cc1ccccc1)N/N=C/c1cccnc1	-10	5	-9	-0.2	106	0.3	110	-8	36
CC(=O)N1CCN(S(=O)(=O)c2ccc(S(=O)(=O)NC3CCCCC3)cc2)CC1	0	0	5	1.8	102	1.8	101	-9	31
Cc1c(S(=O)(=O)N2CCN(C(c3ccccc3)c3ccccc3)CC2)c(=O)n(C)c(=O)n1C	.	1	21	-1.5	96	-0.7	101	-11	-6
Cc1ccc(C(CNC(=O)Nc2cccc(C)c2)N2CCN(C)CC2)cc1 (configuration not stated)	-8	0	20	1.3	103	2.1	104	-14	44
COC1C=CC(CNC(=O)c2cc3c(=O)n4cccc(C)c4nc3n2C)(OC)O1 (configuration not stated)	-5	-3	0	0.1	97	0.0	97	-19	2
C=C(C)C(=O)Nc1ccc(OC(F)(F)C(F)F)c(NC(=O)C(=C)C)c1	-4	0	9	-1.4	101	0.0	113	-9	-3
OCCN(CCO)c1ccc(C(c2ccc(Cl)cc2)c2ccc(N(CCO)CCO)cc2Cl)c(Cl)c1	-3	7	21	-0.1	111	0.3	121	8	-16
CCN(CC)CCCN(C(=O)Cn1nnc(-c2ccc(OC)c(OC)c2)n1)C(C(=O)NC(C)(C)C)c1ccc(F)cc1 (configuration not stated)	-2	-5	6	-0.3	98	0.3	97	-18	40
Cc1cc(C)c(C(N)=O)c(Nc2ccc3c(c2)OCCO3)n1	-2	3	-66	-0.8	104	-0.5	105	-4	6
COC(C(=O)Nc1ccnn1C1CCN(C(=O)c2ccc(C=O)cc2)CC1)c1ccccc1 (configuration not stated)	4	-11	20	-0.6	99	-0.7	98	-2	18
Cc1ccc(C)c(NC(=O)C2CCCN2/C=C/C(=O)C(F)(F)F)c1 (configuration not stated)	3	7	20	-2.6	99	-0.8	91	-1	-9
CCOC(=O)c1c(NC(=O)Cn2nc(C(=O)O)c3ccccc3c2=O)sc2c1CCC(C)C2 (configuration not stated)	-5	3	.	2.8	104	-0.1	103	-15	25
C[n+]1cccc2cccc([O-])c21	-1	-30	17	.	63	.	64	-15	43
COc1ccc(Cl)cc1N1CC(c2nc3ccccc3[nH]2)CC1=O (configuration not stated)	3	8	3	0.7	102	2.5	107	-10	2
O=C(NNS(=O)(=O)c1ccccc1Cl)c1nn(-c2ccc(F)cc2)ccc1=O	-3	-6	12	0.3	96	0.3	98	-11	20
CCC(C)NS(=O)(=O)c1ccc(OCC(=O)N2CCC(C)CC2)cc1 (configuration not stated)	-8	2	-11	3.6	92	0.5	98	5	-18
COc1cccc(NC(=O)c2ocnc2C)c1	-6	7	-22	-0.4	101	0.0	98	-5	26
CCC(C(=O)Nc1nc(C)c(C(=O)OC)s1)c1ccccc1 (configuration not stated)	3	1	-3	-2.1	103	-0.7	99	-3	30
COc1ccc(N2CC(C(=O)Nc3ccncc3)CC2=O)cc1 (configuration not stated)	-1	-1	18	0.2	102	-0.2	101	-12	49
Cc1ccc2c(c1)N(C(=O)CCC(=O)NCCCN1CCN(C)CC1)CC(C)O2 (configuration not stated)	.	1	5	0.3	102	0.3	105	1	33
O=C(NCCCN1CCCC1=O)[C@H](CSCc1ccccc1)N1Cc2ccccc2C1=O	-6	-2	.	0.6	102	0.9	101	-6	37
O=C(NCCc1ccccn1)c1cc(-c2ccccc2Cl)nc2ccccc12	-2	9	24	-1.9	101	1.1	109	0	-9
O=C1Nc2ccccc2/C1=N\N1CCOCC1	-1	13	-1	-0.9	113	2.2	110	0	20
N#C/C(C(=O)NCc1ccccc1)=C1/N=C(NC(=O)c2ccco2)c2ccccc21	3	2	22	-0.4	102	0.8	97	-8	33
O=C(OCc1nnc(-c2ccccc2)o1)c1ccco1	-1	7	-4	-0.2	102	0.2	101	2	-12
CCOC(=O)C1CCCN(S(=O)(=O)c2ccc3ccccc3c2)C1 (configuration not stated)	.	5	19	-0.2	99	1.6	105	-7	24

A portion of the results above, as a working copy:
SMILES	GalR3 antag	MEKK2mut PB1 HTS	NALP1 yeast inh	OXTR agonist	MEKK3 PB1 HTS	V1aR counter	MEKK2 WT-MEK5	GPR7 antag	PHOSPHO1 inh
OCCN(CCO)c1ccc(C(c2ccc(Cl)cc2)c2ccc(N(CCO)CCO)cc2Cl)c(Cl)c1	-3	7	21	-0.1	111	0.3	121	8	-16
CCN(CC)CCCN(C(=O)Cn1nnc(-c2ccc(OC)c(OC)c2)n1)C(C(=O)NC(C)(C)C)c1ccc(F)cc1 (configuration not stated)	-2	-5	6	-0.3	98	0.3	97	-18	40
Cc1cc(C)c(C(N)=O)c(Nc2ccc3c(c2)OCCO3)n1	-2	3	-66	-0.8	104	-0.5	105	-4	6
COC(C(=O)Nc1ccnn1C1CCN(C(=O)c2ccc(C=O)cc2)CC1)c1ccccc1 (configuration not stated)	4	-11	20	-0.6	99	-0.7	98	-2	18

The results go on.
SMILES	GalR3 antag	MEKK2mut PB1 HTS	NALP1 yeast inh	OXTR agonist	MEKK3 PB1 HTS	V1aR counter	MEKK2 WT-MEK5	GPR7 antag	PHOSPHO1 inh
CCOC(=O)Nc1nc2ccccc2s1	-5	-2	7	-0.2	103	-0.3	100	4	-4
CCCCCCCNC(=O)COc1ccc2c(c1)C(=O)CC(C)(C)O2	-7	9	-10	-1.9	105	-1.9	107	-11	-6
O=S(=O)(c1cccc2cccnc12)n1cnc2ccccc21	-5	1	-5	-1.6	99	-0.9	104	12*	-27
COc1ccc(OCCSc2nnc(CCNC(=O)c3ccc(Cl)c(Cl)c3)n2C)cc1	0	-4	16	4.3	84	3.6	91	-4	36
COc1ccc(C2CC(c3ccc(Cl)cc3Cl)Nc3nc(N)nn32)cc1 (configuration not stated)	5	-17	31	3.4	?	1.5	?	3	70*
C#CCOCCOCCOCCNc1nc(N2CCOCC2)nc(N2CCN(C(=O)[C@H](C)n3cc(CCCN=C(N)N)nn3)CC2)n1	-5	5	24	-0.5	1.0*[inhibitor]	1.2	2.0*[inhibitor]	1	-14
CC(=O)c1cc2c(cc1NC(=O)CN1CCCCCC1)OCO2	-3	3	9	-1.4	100	-0.3	103	5	18
O=C(CCSc1nnc2scc(-c3ccccc3)n12)Nc1nc(-c2ccccc2)ns1	-4	-3	-6	0.3	98	0.7	88	0	39
COc1ccccc1N1C(=O)C2CC(C)=C(C)CC2C1=O (configuration not stated)	1	10	31	0.1	91	-0.1	109	-9	-6
Cc1ccc(/C=N/N(C)C2=NS(=O)(=O)c3ccccc32)o1	.	.	-6	-2.1	.	-1.7	.	8	37
COc1cccc(N(C(=O)c2snc(C(N)=O)c2N)C(C(=O)NCC2CCCO2)c2c[nH]c3ccccc23)c1 (configuration not stated)	-9	5	12	0.5	100	1.1	101	13	40
COc1ccccc1OCC(=O)N/N=C1\CCCCc2ccccc21	-4	-5	16	-0.3	97	-0.6	96	-4	15
Cc1c(Cl)cccc1S(=O)(=O)Nc1ccnn1C	-3	-1	17	0.8	95	2.9	96	-14	4

Source: PubChem
